Cneo AK release: causes C. neoformans cell lysis; adenylate kinase release luminescence, 4 h; normalised: neutral wells 0, clomiphene wells 100; lysis activity, % at 15 µM; 360,000 tested, 0.2% active; AID 651654;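 active = mean lysis activity across replicates of at least 80%, whatever share of replicates individually reach that level; inactive = mean lysis activity below 80%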
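Material: C. neoformans cells | Amount: Yeast cell density of 5 × 10^6 cells/mL | Medium: Fresh YPD growth medium | Dosing: Single dose | Times: Static 4 h at 37 °C with compound, 1 h detection | Detection: AK luminescence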
FN deposition inh: fibronectin deposition inhibition. AH1F fibroblasts, Alexa488-fibronectin deposition fluorescence, overnight. 350,000 tested, 0.086% active. inhibition, % at 12.6 µM;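 active = mean inhibition across replicates of 30% or more, regardless of how many single replicates reach that level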;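 also: positive control wells lacked labelled fibronectin entirely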
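Material – AH1F fibroblast monolayer, labelled fibronectin deposition · Reagent – labelled fibronectin 24 nM · Timing – 1 h adhesion, overnight exposure · Measured by – fluorescence at 485 nm excitation, 525 nm emission · Read-out – inhibition of fibronectin deposition signal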
PglD inh: blocks C. jejuni PglD acetyltransferase activity | purified PglD enzyme, DTNB colorimetric CoA detection | inhibition, % at 12.5 µM | 360,000 tested, 0.098% active | AID 602405; in the data active = inhibition above about 16%, passing the limit was not always enough; also: strong numbers were not always called active
C2C12 statin: suppression of simvastatin myotoxicity | C2C12 myotubes + simvastatin, ATP luminescence, 48 h; scaled: DMSO 0, geranylgeraniol control 100 | rescue of ATP level, % at 7.49 µM | 330,000 tested, 0.78% active;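 active = mean ATP rescue above about 67%, or every replicate alone reaching that limit, limit read from the data, passing the limit was not always enough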;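 also: myotubes were challenged with 10 µM simvastatin during compound exposure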
INS-1E GSIS act: GLuc luminescence reporter in INS-1E cells, primary screen for activators of glucose-dependent secretion of insulin | activation, % at 16.6 µM | INS-1E GLuc reporter insulin secretion, 2-3 h | AID 743287 | 370,000 tested, 0.61% active;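 active = lowest replicate activation of at least 40%, so every replicate reaches that level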;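 also: 0% = median of neutral control wells and 100% = median of IBMX positive control wells; some compounds called inactive have numbers as strong as hits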
F508del corr: CFTR F508del correction in bronchial cells | AID 720511 | 350,000 tested, 0.36% active | CFBE cells, YFP halide quenching; stimulated with forskolin plus potentiator P3; % fluorescence drop versus neutral controls | activity (quench increase), % at 7.58 µM;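 active = mean added fluorescence quench of at least 8% versus neutral control, with both replicates also reaching 8%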;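 also: cells transiently co-express mutant CFTR-F508del with the halide-sensitive YFP; corrector assay measuring rescue of mutant channel to the surface after 24 h compound exposure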
miR-122 sensor: miR-122 inhibition in Huh7 cells. Huh7 miR-122 Renilla luciferase sensor, 48 h; neutral wells = 0, positive control = 100. activation (reporter increase), % at 12.5 µM. 340,000 tested, 0.3% active. AID 602342;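 active = mean replicate activation score at least 90 and every replicate individually at or above 90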;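 also: higher luciferase means less miR-122 activity so hits act as miR-122 inhibitors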
PGC1a acetyl inh: lowers PGC1a acetylation signal in U2OS cells | AlphaScreen anti-acetyl-lysine; with virally co-expressed GCN5 acetyltransferase | inhibition, % at 15.6 µM | 350,000 tested, 0.17% active;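 active = every replicate shows inhibition of at least 40%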;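 also: 0% = neutral control wells and 100% = positive control wells; some results beyond the cut were filed as inactive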
Active calls of the source: *; . = no result given; & = joins results of further samples; [ ] = another dose, or the depositor's remark. Not a hit list; any-hit rate near 2.1%.

SMILES	Cneo AK release	FN deposition inh	PglD inh	C2C12 statin	INS-1E GSIS act	F508del corr	miR-122 sensor	PGC1a acetyl inh
CN1CCN(C(=O)C[C@H]2CC[C@@H](NS(=O)(=O)c3cccc(F)c3)[C@H](CO)O2)CC1	5	4	0	-1	10	1.4	.	6
COc1ccc(NC(=O)Nc2ccc3c(c2)C(=O)N([C@@H](C)CO)C[C@@H](C)[C@H](CN(C)S(C)(=O)=O)OCCCC[C@@H](C)O3)cc1	0	.	1	.	1	0.5	0[16.7 µM]	4
Cc1ccc(SCCCn2cncn2)cc1	0	-4	-2	-10	.	.	-3	7
CC(=O)c1cccc(NC(=O)c2ccc(S(=O)(=O)N3CCCCC3)cc2)c1	-2	.	6	-8	16	.	-3	-12
CN(C)S(=O)(=O)c1ccc(C(=O)OCC(=O)c2ccc(OC(F)F)cc2OC(F)F)cc1	-1	.	-9	9	.	.	-2	15
O/N=C1/CCCCc2sccc21	0	11	-1	4	.	.	-7	3
CCOC(=O)c1ccc(N2C(=O)c3n[nH]c(C)c3C2c2ccc(OC)cc2OC)cc1 (stereo not drawn)	1	-6	6	3	.	.	-1	4
C[C@]12C=CC(=O)C=C1CCC1C2CC[C@@]2(C)C1CCC21OCCO1 (stereo partly drawn)	-2	-3	-2	-5	-11	-0.2	3	-11
O=C(C[C@H]1C=C[C@@H](NS(=O)(=O)c2ccc(F)cc2)[C@@H](CO)O1)N1CCc2ccccc2C1	.	6	.	.	-3	-0.8	.	10
COc1ccc(CC(N)c2csc(NC(=O)c3ccc(OC)cc3)n2)cc1 (stereo not drawn)	0	-7	1	-12	-15	5.7	-8	.
CN(C(=O)c1ccccc1Br)C1CCS(=O)(=O)C1 (stereo not drawn)	.	5	.	9	7	-0.3	.	.
CC(C)(C)c1ccc(S(=O)(=O)NCCOCC(F)(F)C(F)F)cc1	-1	.	-1	21	-35	-2.4	31	-6
CC(=O)N(C(C)=O)c1c(C#N)c(C)n(-c2ccccc2)c1C(=O)c1ccccc1	-1	.	-1	-4	.	.	1	0
C[C@H]1CN([C@@H](C)CO)C(=O)c2cc(NS(=O)(=O)c3ccc(F)cc3)ccc2O[C@@H]1CN(C)CC1CCCCC1	-14	.	-1	7	5	-0.5	16[16.7 µM]	.
C=CCc1cc(Cl)ccc1OCCn1ccnc1	2	-2	3	1	10	-0.3	.	.
Cc1cc(C(=O)CN2CCN(CC(=O)Nc3ccc(F)cc3)CC2)c(C)n1C1CC1	-7	-1	-1	-2	7	23*	.	.
O=C(Cn1nc(-c2ccco2)ccc1=O)Nc1cc(C(F)(F)F)ccc1Cl	0	6	0	18	-16	1.6	-2	-22
CN(CCOc1ccc(Cl)cc1)C(=O)CNS(=O)(=O)c1ccc(N(C)C)c([N+](=O)[O-])c1	-5	8	-1	5	-29	4.0	54	.
O=C(NC1CCN(S(=O)(=O)c2cccc(F)c2)CC1)c1ccc(F)cc1	1	0	-4	-1	0	-7.8	.	.
CCOC(=O)N1CCC(=NNC(=O)c2cc3ccccc3cc2O)CC1	0	.	-4	.	-14	.	-7	.
CCNC(=O)C[C@H]1CC[C@H](NS(=O)(=O)c2ccc(C)cc2)[C@@H](CO)O1	-2	.	1	-11	-2	-0.3	.	5
CCCN[C@H]1CCc2nc(N)sc2C1	-2	-4	-5	1	-25	-0.6	-4	.
COc1ccccc1CNC(=O)c1ccc2nc(N3CCOCC3)sc2c1	-1	1	0	-17	2	3.9	-1	-9
CN(C)/C=C/C(=C\C(=O)C(F)(F)F)Nc1ccc(C(F)(F)F)cc1	.	3	.	.	-20	-3.0	.	11
O=C(NCc1cc(F)cc(F)c1)[C@H]1[C@H](CO)[C@H]2Cn3c(cccc3=O)[C@@H]1N2C(=O)Cc1ccccn1	-13	.	15	16	-4	-1.7	6[16.7 µM]	.
Additional records
SMILES	Cneo AK release	FN deposition inh	PglD inh	C2C12 statin	INS-1E GSIS act	F508del corr	miR-122 sensor	PGC1a acetyl inh
NS(=O)(=O)c1cccc(NC(=O)c2cccc(-c3ccc(O)cc3)c2)c1	-5	-8	2	5	3	1.1	6	-12
COc1ccc(S(=O)(=O)N2CCOCC2)cc1NC(=O)CN1CCN(C)CC1	.	2	.	7	-1	-1.2	.	.
COc1cccc(S(=O)(=O)N2CCCCN3[C@H](C2)[C@@H](c2ccc(C#CC(C)C)cc2)[C@@H]3CO)c1	-1	.	-1	.	-15	0.6	-5[16.7 µM]	-7
CC(C)COC(=O)N(C)C[C@@H]1OCc2ccccc2-c2c(n(C)c3ccccc23)C(=O)N([C@@H](C)CO)C[C@H]1C	-1	-11	1	.	-16	1.3	.	3
C[C@@H]1CCCCO[C@@H](CN(C)S(C)(=O)=O)[C@H](C)CN([C@@H](C)CO)C(=O)c2cc(NC(=O)Nc3ccc4c(c3)OCO4)ccc2O1	1	.	0	.	2	1.2	0[16.7 µM]	-8
CCN(CC(=O)Nc1ccc(NC(C)=O)cc1)C(=O)CCCc1nc2ccccc2c(=O)[nH]1	4	-1	-2	5	20	5.0	0	.
COCCn1nnnc1CN1CCN(C(=O)c2ccco2)CC1	0	-8	14	3	4	1.1	3	2
Cc1ccc(S(=O)(=O)N2CCCCC2)cc1NC(=O)CSCC(=O)O	.	-2	.	.	1	-2.0	.	-2
COc1ccc(CN(CC2CCCO2)C(=O)CN2C(=O)C(C)Oc3ccc(C)cc32)cc1OC (stereo not drawn)	6	5	3	10	.	.	-6	-5
COc1cc(-c2[nH]ncc2CN2CCc3sccc3C2)cc(OC)c1OC	-3	2	-3	0	1	3.1	-3	2
CCc1cccc(NC(=O)CNC(=O)N2CC(=O)Nc3ccccc32)c1	-1	-9	-3	-6	4	3.9	1	6
Cc1ccc(-c2n[nH]c(=O)c3ccccc23)cc1S(=O)(=O)Nc1ccccc1	-2	9	-2	1	24	.	77	-9
O=C(CCS(=O)(=O)c1ccccc1)NC1CCCCC1	0	-3	-1	.	9	-1.1	0	3
O=C(O)CC(C(=O)NC1CCCCC1)C1CCCO1 (stereo not drawn)	0	8	3	-3	.	.	13	.
CN(C)CC(=O)Nc1ccc2c(c1)[C@H]1C[C@@H](CC(=O)N3CCOCC3)O[C@@H](CO)[C@H]1O2	-2	3	3	3	-4	0.8	2[16.7 µM]	-1
NC(=O)C1CCN(C(=O)c2cn(-c3ccccc3)nc2-c2cccnc2)CC1	0	-5	4	8	16	1.7	-3	-25
O=C(Nc1ccc2c(c1)[C@@H]1C[C@@H](CC(=O)N3CCOCC3)O[C@H](CO)[C@@H]1O2)c1ccc2c(c1)OCO2	-49	-3	0	7	2	-0.7	-2[16.7 µM]	3
Cc1noc(C)c1S(=O)(=O)Nc1ccc2c(c1)C(=O)N([C@H](C)CO)C[C@H](C)[C@@H](CN(C)S(=O)(=O)c1cn(C)cn1)OCCCC[C@@H](C)O2	-1	-3	3	.	35	-2.9	5[16.7 µM]	-2
O=C(CN1C(=O)NC2(CCc3ccccc32)C1=O)NCc1ccc(F)cc1 (stereo not drawn)	2	-1	-5	-6	-10	1.3	-1	.
Cc1nnsc1C(=O)NC1CCCc2c1cnn2-c1ccccc1F (stereo not drawn)	0	-12	-1	-3	-8	-0.4	-2	8
NS(=O)(=O)c1ccc(NC(=O)CSC2=NC(=O)C(c3ccccc3)C(=O)N2)cc1 (stereo not drawn)	-8	-5	1	-1	.	.	-5	-1
O=C(NCc1ccccn1)Nc1ccc(Br)cc1Cl	0	-1	-7	-4	-3	-1.8	0	4
C[C@@H]1CN([C@H](C)CO)C(=O)c2cc(NC(=O)CCC(F)(F)F)ccc2O[C@H]1CN(C)S(=O)(=O)c1cccs1	-3	5	5	7	11	1.9	-3[16.7 µM]	7
O=C(c1ccc2c(c1)OCO2)N1CCN(c2ccccn2)CC1	1	.	3	2	10	.	1	3
C[C@H]1CN([C@@H](C)CO)C(=O)CCCn2nncc2CO[C@@H]1CN(C)C(=O)Cc1ccccc1	-2&46	3&-10	-2&3	-2&0	-3&0	2.0&0.6	-1	9&5
The listing continues.
SMILES	Cneo AK release	FN deposition inh	PglD inh	C2C12 statin	INS-1E GSIS act	F508del corr	miR-122 sensor	PGC1a acetyl inh
CNC(=O)C[C@H]1CC[C@@H]2[C@H](COc3ccc(NS(=O)(=O)c4cccc(F)c4)cc3C(=O)N2C)O1	-8	-12	-2	15	7	-0.4	-1[16.7 µM]	-1
Cc1ccc(OCC(=O)Nc2ccc(S(=O)(=O)Nc3ccccn3)cc2)cc1C	.	3	.	.	4	2.2	.	-1
COc1ccc(CNC(=O)CSc2nnc3c(n2)[nH]c2ccccc23)cc1	-1	10	-4	-3	9	-1.4	.	.
COc1cc(C(=O)Nc2cc(C)c(OCC(=O)N3CCOCC3)c(C)c2)cc(OC)c1OC	6	.	-1	-13	.	.	-1	-8
CCN(CC)CCOC(=O)c1cccc(OC)c1	2	.	-1	3	.	.	0	1
COc1ccccc1CC(=O)Nc1ccc(S(=O)(=O)N2CCOCC2)cc1	2	-8	6	-7	-2	-0.2	.	.
CCN(CC)c1ccc(S(=O)(=O)N2CCCCC2)cc1NC(=O)C1CCC1	0	0	-4	-3	-12	3.5	11	-5
COc1ccc(N(CC(=O)N/N=C/c2cccnc2)S(=O)(=O)c2ccc(C)cc2)cc1OC	2	8	.	.	32	-1.6	.	.
COc1cc(/C=C(\C#N)C(=O)NCC2CCCO2)ccc1OCC(N)=O (stereo not drawn)	.	-7	.	.	4	0.9	.	-5
CCn1c(=S)sc2c(=O)n(-c3ccccc3)c(SCC(=O)NCc3ccco3)nc21	-2	4	4	.	-10	.	1	4
CCN(CC)S(=O)(=O)c1cc(NC(=O)c2ccc3c(c2)NC(=O)C(C)S3)ccc1C (stereo not drawn)	3	-7	-5	3	-10	2.2	-14	11
CC=Cc1ccc2n(c1=O)C[C@H]1[C@H](CO)[C@@H](C(=O)Nc3nccs3)N(Cc3cc(F)ccc3F)[C@@H]21 (mixture of isomers)	-4	-4	-2	-11	1	.	.	.
CC(=O)c1c(C)[nH]c(C(=O)OCC(=O)NCc2cccs2)c1C	-1	4	-1	0	-1	-2.8	1	-9
O=C(c1ccco1)N1CCN(C(=O)c2cc(-c3ccccc3F)no2)CC1	0	2	1	2	-8	-0.8	-4	12
C[C@H](CO)N1C[C@H](C)[C@H](CN(C)Cc2cccc(C(F)(F)F)c2)OCc2ccccc2-c2c(n(C)c3ccccc23)C1=O	0	4&-5	3	20	0&2	-0.5&-0.2	4	-2&-9
C[C@@H]1CN([C@H](C)CO)C(=O)c2cc(NS(=O)(=O)c3ccc(Cl)cc3)ccc2O[C@@H]1CN(C)S(C)(=O)=O	.	.	.	.	-10	1.4	5[16.7 µM]	-4
COc1ccc(N2CCN(c3nc4ccccc4nc3NS(=O)(=O)c3ccccc3)CC2)cc1	-1	.	-1	5	.	.	-1	2
CC1(C(=O)NS(=O)(=O)c2cccc(F)c2)CCN1C(=O)c1ccccc1CCc1ccccc1 (stereo not drawn)	-5	0	4	-7	39	3.6	0	2
CCN(CC)C(=O)C1=C(C)N(Cc2ccc(F)cc2)C(=O)C(CC(=O)NCC2CCCCC2)C1 (stereo not drawn)	-1	-5	-4	2	-23	-3.5	11	0

Limited to F508del corr, PglD inh and miR-122 sensor, for two of the compounds above:
SMILES	F508del corr	PglD inh	miR-122 sensor
CCN(CC)c1ccc(S(=O)(=O)N2CCCCC2)cc1NC(=O)C1CCC1	3.5	-4	11
COc1ccc(N(CC(=O)N/N=C/c2cccnc2)S(=O)(=O)c2ccc(C)cc2)cc1OC	-1.6	.	.
